Screening data deposited in PubChem by National Center for Advancing Translational Sciences (NCATS).
Eya2 inh – blocks the phosphatase activity of human Eya2; O00167; recombinant Eya2, OMFP fluorescence dephosphorylation (OMFP is methylfluorescein phosphate); Potency, µM (doses to about 76.9 µM), for inactives: at the highest dose activity, negative = inhibition, hits mostly inhibitors; 0.006% of 330,000 active; AID 488837; also: potency is read from the fitted curve at half-maximal effect; % is scaled to controls: 0 for no effect and ±100 for the full control effect
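Eya2 protein (added as 0.2 uM solution) was preincubated with compound for 10 min at ambient temperature in 50 mM HEPES pH 7.5, 50 mM NaCl, 5 uM MgCl2, 0.05% BSA, 1 mM DTT. OMFP (added at 50 uM) then reacted 10 min; fluorescence read at 485/525 nm.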
TSG101-PTAP inh – blocks PTAP/TSG101 interaction to inhibit HIV-1 budding. Q99816. Fluorescence polarization, FITC-PTAP peptide / Tsg101 binding. Potency, µM (top dose mostly 115 µM), for the others: at the highest dose activity change, negative = inhibition, usual class: inhibitors. 340,000 tested, under 10 active; active = well fitted inhibition curve with a large enough effect in the main read-out, with a control signal flat, not every such curve was filed as active; inconclusive = small, poorly fitted or top-dose-only effect, or effect the other way, or a change in a side signal; inactive = no such curve, though single readings can be large or run the other way; also: potency is read from the fitted curve at half-maximal effect; % of control where 0% means no effect
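Compounds were pin-transferred onto Tsg101 binding domain (10 uM final) in HEPES pH 7.5 buffer, then FITC-PTAP peptide was added at 50 nM final. After 20 min at RT, polarization reported peptide displacement across a qHTS concentration series.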
USP2a inh – inhibitors of human ubiquitin-specific protease USP2a; AID 463254; Potency, µM (top dose mostly 38.3 µM), without a hit: at the top dose activity change, negative = inhibition, most hits filed as inhibitors; O75604; 0.01% of 330,000 active; USP2 core, Ub-CHOP2 coupled fluorogenic reporter, 485/531;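 also: potency is read from the fitted curve at half-maximal effect; plate controls were DMSO wells for no effect and full inhibition by NEM control for full effect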
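Cell-free coupled assay: 10nM USP2 core preincubated 30min RT with compound in Tris-HCl pH 8.0/CaCl2/CHAPS buffer, then 25nM Ub-CHOP2 and 25nM reporter substrate; fluorescence (Ex 485/Em 531) read after 60min RT, normalized to NEM inhibition, concentration-response curves fitted.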
p53 reactivation – re-activators of mutant p53; Potency, µM (doses to about 92.2 µM), without a hit: at the highest dose activity change, positive = activation, usual class: activators; 0.063% of 320,000 active; AID 504706; H1299 p53-A138V BP100-luciferase reporter, luminescence, 24 h; also: potency is read from the fitted curve at half-maximal effect; % of control where 0% means no effect; nearly all actives have a fitted effect of over 45% in size
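H1299 (p53-null), stable ts p53-A138V + BP100-Luc; 1000 cells/well, Opti-MEM/10% FBS; cpd 4 pt, 1:5; 24 h, 37 deg C, 5% CO2; detection reagent 10 min RT; luminescence.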
ELG1 genotox – genotoxicity induction in ELG1-luciferase HEK293T cells; HEK293T ELG1-luciferase reporter, luminescence, 16 h; Potency, µM (titrated, usually from 46 µM), for the others: at the highest dose activity change, positive = activation, most hits filed as activators; 1.3% of 330,000 active; also: potency is read from the fitted curve at half-maximal effect; % of control where 0% means no effect; nearly all actives have a fitted effect of over 60% in size
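Luminescence read-out: rising ELG1-luciferase signal, reflecting elevated ELG1 protein under genetic stress, flags genotoxic compounds. Cells were treated for 16 hr at 37 °C before ONE-Glo detection.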
Integrin act MD – activators of alpha7 integrin expression for muscular dystrophy | alpha7betagal myoblasts, beta-gal FDG fluorescence, 48 h | Potency, µM (highest dose often 38.3 µM), for the others: at the top dose activation, actives largely listed as activators | 0.064% of 350,000 active;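 also: potency is read from the fitted curve at half-maximal effect; 100% = response of the positive control SU9516; nearly all actives have a fitted effect of over 60% in size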
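alpha7betagal+/- myoblasts (passage 13, 250/well) treated 48 h at 37C with compounds at 1:260 dilution of DMSO stock. Lysed, then beta-galactosidase activity read as FDG fluorescence (ex 480/em 540) after 30 min, with pre-read for autofluorescence.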
BRCA1 expr act – increases BRCA1 expression; MCF7-BRCA1-FFLuc reporter, luminescence, 48 h; response scale: scaled: vehicle 0%, 10 µM genistein 100%; Potency, µM (titrated, usually from 46.1 µM), without a hit: at the highest dose activation, usual class: activators; 1.1% of 380,000 active; also: potency is read from the fitted curve at half-maximal effect; nearly all actives have a fitted effect of over 80% in size; some results filed as inactive show a strong effect at the top dose
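48 h compound treatment of MCF7-BRCA1-FFLuc cells (phenol-red free MEM, 37 °C), then 15 min with luciferase substrate and luminescence imaging.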
TRPV1 agonist – agonists of human vanilloid receptor 1 (TRPV1); Q8NER1; TRPV1-expressing cells, Fluo-8 calcium influx, agonist mode; activation, % at 8.33 µM; 0.19% of 320,000 active; in the data active = activation above about 80%; inconclusive = between about 30% and that limit; also: 0% is about no effect
Target sequence (Q8NER1 whole entry, looked up): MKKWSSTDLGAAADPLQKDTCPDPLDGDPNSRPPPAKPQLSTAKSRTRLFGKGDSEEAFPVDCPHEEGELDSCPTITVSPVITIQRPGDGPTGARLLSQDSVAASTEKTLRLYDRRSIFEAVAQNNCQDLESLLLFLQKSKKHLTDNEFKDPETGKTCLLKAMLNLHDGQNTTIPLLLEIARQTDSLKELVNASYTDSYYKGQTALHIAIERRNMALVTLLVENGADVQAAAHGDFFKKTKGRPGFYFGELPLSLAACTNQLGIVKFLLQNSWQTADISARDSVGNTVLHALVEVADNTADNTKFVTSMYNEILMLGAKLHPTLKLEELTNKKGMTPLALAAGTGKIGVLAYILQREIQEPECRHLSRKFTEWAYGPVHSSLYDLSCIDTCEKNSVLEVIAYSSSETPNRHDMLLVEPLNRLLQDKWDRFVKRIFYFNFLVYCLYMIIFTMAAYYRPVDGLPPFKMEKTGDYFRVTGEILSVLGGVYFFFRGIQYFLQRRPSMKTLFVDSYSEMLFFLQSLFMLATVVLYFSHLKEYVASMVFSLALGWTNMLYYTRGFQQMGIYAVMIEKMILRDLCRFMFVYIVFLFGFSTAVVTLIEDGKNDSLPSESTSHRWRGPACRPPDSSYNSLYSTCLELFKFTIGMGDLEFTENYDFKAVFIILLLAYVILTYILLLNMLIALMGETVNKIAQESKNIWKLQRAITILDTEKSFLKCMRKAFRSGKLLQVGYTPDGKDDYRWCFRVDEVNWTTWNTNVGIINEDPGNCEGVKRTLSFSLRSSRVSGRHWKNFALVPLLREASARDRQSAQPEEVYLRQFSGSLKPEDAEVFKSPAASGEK
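Fluo-8 calcium influx in TRPV1-expressing cells, kinetic read (ex 480/em 520 nm). Compound added and read 3 min for agonist activity, followed by capsaicin at EC20 final and 2 min further read for enhancement.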
uPA surface inh – inhibitors of cell surface uPA generation; cell surface uPA generation assay, qHTS; Potency, µM (highest dose often 38.3 µM), inactives show top-dose activity change, negative = inhibition, usual class: inhibitors; 0.31% of 330,000 active; AID 540303; active = well fitted inhibition curve with a large enough effect; inconclusive = small, poorly fitted or top-dose-only effect; inactive = no such curve, though single readings can be large or run the other way; tested in mouse RAW 264.7 cells; also: potency is read from the fitted curve at half-maximal effect; % is scaled to controls: 0 for no effect and ±100 for the full control effect; nearly all actives have a fitted effect of over 55% in size
B2AR arrestin – beta2AR (human) beta-arrestin recruitment activity | P07550 | beta-arrestin recruitment to beta2AR, cell-based reporter | Potency, µM (highest dose often 46.1 µM), without a hit: at the highest dose activation, most hits filed as activators | 0.02% of 330,000 active | AID 492947;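 also: potency is read from the fitted curve at half-maximal effect; 0% = DMSO controls and full agonism = EC100 isoproterenol or metaproterenol; nearly all actives have a fitted effect of over 65% in size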
S-ASM inh – inhibitors of human secretory acid sphingomyelinase. placental ASM, HMU-PC fluorogenic substrate, 60 min. Potency, µM (series often up to 57.5 µM), for inactives: top-dose activity change, negative = inhibition, most hits filed as inhibitors. 0.006% of 340,000 active; also: potency is read from the fitted curve at half-maximal effect
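HMU-PC0 cleavage (9 uM final) by human placental ASM, 60 min at 37 °C following 10 min compound exposure at RT; stopped at pH 10, fluorescence Ex 386/Em 447 nm.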
* marks the source's active call; other numbers are inactive results; ? = inconclusive; . = no result given; & = joins results of further samples; [ ] = remark or other dose. Unless noted, calls follow the shape of the dose curve; as a rule, active = well fitted curve in the direction sought with a large enough effect; inconclusive = small, poorly fitted or top-dose-only effect, or another doubt; inactive = no such curve, though single readings can be large; an effect the other way counts as inactive or inconclusive.

SMILES	Eya2 inh	TSG101-PTAP inh	USP2a inh	p53 reactivation	ELG1 genotox	Integrin act MD	BRCA1 expr act	TRPV1 agonist	uPA surface inh	B2AR arrestin	S-ASM inh
COc1ccc(N(CC(=O)N2CCc3ccccc32)S(=O)(=O)c2c(C)nn(C)c2C)cc1	-1%	-7%	2%	-1%	-2%	0%	-8%	0	-1%	-0.4%	-2%
N=C1C(c2ccccc2)=C(O)CN1c1ccc2c(c1)OCO2	-20%	-7%	1%	19%	-2%	-21%	14%	4	-1%	0.3%	1%
O=C(CN1CCSCC1)N/N=C/c1ccccc1F	12%	.	4%	5%	5%	7%	0%	-1	5%	0.0%	5%
CSc1ccc(/C=N/n2c(C)nnc2C)cc1	-4%	-1%	2%	11%	10%	?	-6%	-2	-2%	2.9%	5%
Cc1nc2ccccc2nc1N1CCCCC1	16%	-8%	-2%	15%	1%	4%	1%	9	2%	-1.6%	7%
O=C(OCC#CCSc1nnc(-c2cccc3ccccc23)o1)c1cccc2[nH]ccc12	-20%&5%	-4%	3%&0%	6%	-1%	.	0%	.	7%	-0.1%&2.9%	21%
O=C(N/N=C/c1c[nH]c2ccccc12)c1ccn[nH]1	-2%	-9%	1%	14%	10%	2%	79%	2	?	-0.7%	-2%
COC(=O)c1ccccc1NC(=S)N(Cc1ccc2c(c1)OCO2)Cc1cc2cccc(C)c2[nH]c1=O	0%	-4%	5%	-14%	-3%	10%	18%	2	6%	0.4%	0%
O=C(COC(=O)c1c2c(nc3ccccc13)/C(=C\c1cccs1)CCC2)Nc1ccccc1	7%	0%	0%	7%	-13%	-23%	-83%	?	0%	0.1%	193%[activator]
COc1ccc(CNC(=O)CS(=O)CC(=O)O)cc1OC (stereo unspecified)	-26%	0%	1%	1%	4%	?	25%	2	-1%	-0.5%	7%
COCCNC(=O)CCCn1c(=O)c2ccccc2n(CC(=O)NCCC2=CCCCC2)c1=O	12%	-4%	2%	-5%	1%	-1%	2%	2	4%	-0.9%	-2%
CC(/C=N/Nc1ccc2nncn2n1)=C\c1ccccc1	-5%	-2%	1%	5%	5%	-31%	23%	21	-2%	-1.1%	-1%
COC(=O)c1ccc(NC(=O)Cn2nnc3ccccc32)cc1	-10%	2%	4%	?	16µM*	12%	10µM*	1	0%	-0.4%	-2%
O=S(=O)(NCCOc1cccc2cccnc12)c1ccc(F)cc1	-4%	-4%	2%	0%	-4%	12%	9%	-2	5%	4.5%	0%
FC(F)(F)c1ccc(CN2CCN(Cc3ccco3)CC2)cc1	2%	-2%	2%	-1%	-1%	25%	-12%	-5	9%	0.0%	-1%
CC(=O)c1c(C)[nH]c(C(=O)OCC(=O)NCCC2=CCCCC2)c1C	20%	-1%	1%	-5%	2%	26%	-54%	4	18%	-0.4%	-7%
Cc1cc(C(=O)NCC2CCCCC2)ccc1[N+](=O)[O-]	-11%	1%	0%	13%	23%	2%	40%	?	-2%	0.5%	-18%
Cc1ccc(NC(=O)CN2C(=O)S/C(=C\c3ccc(-c4cccc(C(=O)O)c4C)o3)C2=O)cc1C	-2%	?	-14%	3%	0%	7%	-37%	-3	2%	-0.3%	123%[activator]
COc1ccc(C2=NN(C(=O)c3ccncc3)C(c3ccccc3O)C2)cc1 (stereo unspecified)	-4%	5%	3%	-4%	-41%[inhibitor]	-1%	-23%	0	-2%	-0.2%	-2%
Cn1ccnc1C(O)c1ccccc1 (stereo unspecified)	-12%	0%	1%	-2%	-10%	15%	31%	-6	-2%	-0.2%	6%
CC1CN(CCCCOc2ccc3ccccc3c2)CC(C)O1 (stereo unspecified)	-6%	2%	0%	27%	-1%	-11%	20%	-1	-2%	-2.4%	3%
O=S1(=O)CC/C(=N/Nc2ccc(C(F)(F)F)cn2)c2cc(F)ccc21	8%	-2%	1%	-5%	-5%	-32%	4%	?	4%	0.0%	1%
NC(=O)Nc1ccc(C(=O)OCC(=O)NC2CCCCC2)cc1	?	-10%	2%	0%	-3%	6%	21%	1	10%	-1.1%	1%
CCOC(=O)CSc1nnc(-c2cccnc2)n1C	4%	-6%	1%	2%	-2%	27%	0%	1	-3%	0.1%	-1%
COc1cc2c(cc1OC)CN(C(=O)C1(c3ccccc3)CC1)CC2	-5%	-4%	3%	-33%[inhibitor]	-2%	5%	3%	-6	3%	-0.1%	-1%

Reformatted: six of the compounds above.
Structure | Eya2 inh | TSG101-PTAP inh | USP2a inh | p53 reactivation | ELG1 genotox | Integrin act MD | BRCA1 expr act | TRPV1 agonist | uPA surface inh | B2AR arrestin | S-ASM inh
CC(=O)c1c(C)[nH]c(C(=O)OCC(=O)NCCC2=CCCCC2)c1C | 20% | -1% | 1% | -5% | 2% | 26% | -54% | 4 | 18% | -0.4% | -7%
CSc1ccc(/C=N/n2c(C)nnc2C)cc1 | -4% | -1% | 2% | 11% | 10% | ? | -6% | -2 | -2% | 2.9% | 5%
COC(=O)c1ccccc1NC(=S)N(Cc1ccc2c(c1)OCO2)Cc1cc2cccc(C)c2[nH]c1=O | 0% | -4% | 5% | -14% | -3% | 10% | 18% | 2 | 6% | 0.4% | 0%
Cc1nc2ccccc2nc1N1CCCCC1 | 16% | -8% | -2% | 15% | 1% | 4% | 1% | 9 | 2% | -1.6% | 7%
O=C(N/N=C/c1c[nH]c2ccccc12)c1ccn[nH]1 | -2% | -9% | 1% | 14% | 10% | 2% | 79% | 2 | ? | -0.7% | -2%
COCCNC(=O)CCCn1c(=O)c2ccccc2n(CC(=O)NCCC2=CCCCC2)c1=O | 12% | -4% | 2% | -5% | 1% | -1% | 2% | 2 | 4% | -0.9% | -2%

Following part:
SMILES	Eya2 inh	TSG101-PTAP inh	USP2a inh	p53 reactivation	ELG1 genotox	Integrin act MD	BRCA1 expr act	TRPV1 agonist	uPA surface inh	B2AR arrestin	S-ASM inh
CCNC(=O)/C(C#N)=C/c1c(N2CCN(Cc3ccc4c(c3)OCO4)CC2)nc2c(C)cccn2c1=O	1%	3%	1%	-6%	-5%	0%	9%	19	0%	-0.4%	7%
Cc1ccc2nc(SCC(=O)c3c(N)n(C4CC4)c(=O)[nH]c3=O)[nH]c2c1	39%	0%	-12%	-3%	-1%	9%	23%	-5	2%	-0.3%	11%
CC(=O)Nc1ccc(S(=O)(=O)N(C)CC(=O)OC(C)C(=O)NC2CCCC2)cc1 (stereo unspecified)	-7%	-3%	0%	8%	6%	0%	-2%	-3	1%	0.4%	24%
COc1ccc(-n2c(SCC(=O)O)nc3sc4c(c3c2=O)CCCC4)cc1	-4%	-1%	5%	-8%	0%	-9%	-23%	-1	2%	-0.3%	-3%
COC(=O)C(CCSC)NC(=O)Cn1ncc2c(=O)oc3ccccc3c21 (stereo unspecified)	43%	-4%	-1%	2%	4%	-14%	-6%	-3	38%[activator]	0.4%	0%
CCCN(C(=O)c1cc(S(=O)(=O)N2CCCCC2)ccc1Cl)C1CCS(=O)(=O)C1 (stereo unspecified)	-12%	0%	2%	-1%	1%	?	-8%	9	-15%	0.3%	5%
CCN(CC(=O)Nc1ccc(NC(C)=O)cc1)C(=O)c1cc(-c2ccccc2Cl)nc2ccccc12	.	-6%	.	.	.	?	-48%	.	1%	.	-7%
COCCNC(=O)C(=O)Nc1cc2c3c(c1)CC(=O)N3CCC2	0%	-3%	4%	1%	2%	-4%	3%	2	12%	-1.0%	-2%
O=C(C[n+]1cc(-c2ccc(Cl)c(Cl)c2)n2c1CCC2)c1cccs1	-20%	-4%	4%	-1%	-10%	-28%	-15%	0	4%	0.1%	0%
Cc1ccc(C2NC(c3ccc(C)cc3)C(C)C(=O)C2C)cc1 (stereo unspecified)	-7%	-1%	0%	0%	2%	18%	5%	16	-1%	-0.5%	-2%
O=C(COC(=O)c1cccc(Cl)c1)NC1CCS(=O)(=O)C1 (stereo unspecified)	9%	-3%	-1%	3%	0%	6%	-3%	1	12%	-0.2%	-1%
CN(CC(=O)NC1CCCCC1)S(=O)(=O)c1cccc2nsnc12	2%	-4%	-2%	1%	1%	14%	0%	1	2%	-0.1%	2%
Cc1ccc(C)c(NC(=O)c2cnn(-c3ccccc3)c2C)c1	-10%	-3%	-1%	13%	6%	?	69%	13	-2%	0.4%	1%

Structures listed above that bear a hit mark in BRCA1 expr act:
compound | Eya2 inh | TSG101-PTAP inh | p53 reactivation | Integrin act MD | BRCA1 expr act | TRPV1 agonist | uPA surface inh | B2AR arrestin | S-ASM inh
COC(=O)c1ccc(NC(=O)Cn2nnc3ccccc32)cc1 | -10% | 2% | ? | 12% | 10µM* | 1 | 0% | -0.4% | -2%
